High-throughput results (PubChem)
Chronic BCR inh: inhibitors of chronic active B-cell receptor signaling | ABC-DLBCL IkBa-CBG/CBR reporter, luminescence ratio, 4 h | 340,000 tested, 0.05% active | Potency, µM (top dose mostly 46.1 µM), for the others: at the highest dose ratio change, negative = lower green/red ratio, usual class: inhibitors; active = well fitted inhibition curve with a large enough effect in the signal ratio, with a control signal flat, not every such curve was filed as active; inconclusive = small, poorly fitted or top-dose-only effect, or effect the other way, or a change in a side signal; the % refers to the signal ratio;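 note: potency is the fitted concentration of half-maximal effect; plate controls were basal doxycycline-induced cells for no effect and cells given 10 µM MG132 for full effect; MG132 reads +100%, hits lower the ratio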
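Doxycycline induced both beetle luciferases in TMD8 lymphoma cells; IKK-driven degradation limits the IkappaBalpha-fused green signal, while red luminescence normalises for cell number and nonspecific effects. Compounds tested up to 46 uM, 4 hrs.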
hERG WT inh: blocks the wildtype human KCNH2 potassium channel; Q12809; AID 720551; U2OS, BacMam KCNH2, thallium flux FluxOr; hits give low values; 340,000 tested, 0.37% active; activity change, % at 1.84 µM;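 active = maximum activity change below -70%; inconclusive = maximum activity change between -70% and -50%; inactive = maximum activity change above -50%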; note: % is set by controls: 0 for no effect and ±100 for the full control effect
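U2OS cells were transduced with wild-type KCNH2 virus (2.03 x 10^8 / mL) for 4 h at room temperature, then cultured overnight at 37 C. Thallium flux was read with FluxOr dye. Rate constants were normalized to DMSO controls.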
Tb PFK block: inhibitors of T. brucei phosphofructokinase; Potency, µM (highest dose often 57.5 µM), for the others: at the highest dose activity, negative = inhibition, hits mostly inhibitors; 330,000 tested, 0.17% active; T. brucei PFK, ADP-Glo luminescence; O15648;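 note: potency is the fitted concentration of half-maximal effect; 0% = uninhibited 1x PFK enzyme wells and -100% = no-enzyme wells; nearly all actives have a fitted effect of over 60% in size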
Target sequence (O15648 whole entry, looked up): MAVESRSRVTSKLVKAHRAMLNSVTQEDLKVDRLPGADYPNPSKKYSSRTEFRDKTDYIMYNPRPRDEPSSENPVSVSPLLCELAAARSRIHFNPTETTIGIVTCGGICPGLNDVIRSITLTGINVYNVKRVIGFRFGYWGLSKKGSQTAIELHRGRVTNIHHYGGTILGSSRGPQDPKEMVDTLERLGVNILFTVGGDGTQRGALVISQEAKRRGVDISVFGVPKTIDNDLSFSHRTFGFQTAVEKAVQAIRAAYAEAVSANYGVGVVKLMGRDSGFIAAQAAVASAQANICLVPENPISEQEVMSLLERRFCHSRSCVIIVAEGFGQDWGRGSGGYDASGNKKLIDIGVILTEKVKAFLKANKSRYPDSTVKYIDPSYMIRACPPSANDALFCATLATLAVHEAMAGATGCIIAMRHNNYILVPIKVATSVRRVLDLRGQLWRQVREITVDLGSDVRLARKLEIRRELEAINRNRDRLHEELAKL
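ADP-Glo luminescence quantified ADP after 45 min at room temperature, with 1.25 nM T. brucei PFK, 0.1 mM ATP and 0.5 mM fructose-6-phosphate in pH 8.0 TEA buffer. qHTS titrations up to 57 µM; curves classified by quality.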
Coupling enz: coupling enzyme interference in Giardia aldolase counter-screen. activity change, negative = inhibition, % at 58.2 µM, hits read low. 290,000 tested, 0.67% active. coupling enzyme system counterscreen, AmpLite Red fluorescence; in the data active = activity change below about -30%; note: % is set by controls: 0 for no effect and ±100 for the full control effect
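Counterscreen lacking aldolase: glyceraldehyde-3-phosphate coupling-enzyme reagent preincubated 10 min at RT with compound (at 57.5 uM final), then substrate/coupling system with AmpLite Red added; fluorescence read at 525/598 nm after 20 min RT.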
AT treatment: candidate therapy for ataxia-telangiectasia | AID 485349 | […] A-T fibroblasts, KAP-1 phosphorylation AlphaLISA; neocarzinostatin DNA damage 30 min before lysis | 320,000 tested, 0.19% active | Potency, µM (titrated, usually from 57.5 µM), for inactives: top-dose activation, most hits filed as activators; note: potency is the fitted concentration of half-maximal effect; % of control where 0% means no effect; nearly all actives have a fitted effect of over 45% in size
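ATM-like activity read as KAP-1 phosphorylation via AlphaLISA donor/acceptor antibody pairs after lysis and 6 hr at 25C. Cells were ATM-null patient fibroblasts ([…], hTERT), dosed 60 min, then exposed to the DSB inducer NCS for 30 min.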
MLL CXXC-DNA inh: blocks binding of human MLL CXXC domain to DNA; 290,000 tested, 0.037% active; Q03164; AID 2662; MLL-CXXC / FITC-HOXA9 DNA fluorescence polarization; Potency, µM (top dose mostly 115 µM), without a hit: top-dose activity change, negative = inhibition, hits mostly inhibitors; active = well fitted inhibition curve with a large enough effect in the polarisation, with a control signal flat, not every such curve was filed as active; inconclusive = small, poorly fitted or top-dose-only effect, or effect the other way, or a change in a side signal; inactive = no such curve, though single readings can be large or run the other way; the % refers to the polarisation; note: potency is the fitted concentration of half-maximal effect
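Purified MLL-CXXC (added from a 7 uM solution) was preincubated 5 min at ambient with pinned compounds in 50 mM Tris-HCl pH 7.5, 50 mM NaCl, 1 mM DTT, 0.05% BSA. Fluorescein-labeled HOX-A9 DNA (50 nM solution) followed, 30 min, then polarization read.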
GALK inh: galactokinase (human) inhibition; Purified GALK, Kinase-Glo residual ATP luminescence; Potency, µM (highest dose often 57.5 µM), inactives show top-dose activity change, negative = inhibition, most hits filed as inhibitors; 270,000 tested, 0.007% active; note: potency is the fitted concentration of half-maximal effect; % is set by controls: 0 for no effect and ±100 for the full control effect
Target sequence (P51570 whole entry, looked up): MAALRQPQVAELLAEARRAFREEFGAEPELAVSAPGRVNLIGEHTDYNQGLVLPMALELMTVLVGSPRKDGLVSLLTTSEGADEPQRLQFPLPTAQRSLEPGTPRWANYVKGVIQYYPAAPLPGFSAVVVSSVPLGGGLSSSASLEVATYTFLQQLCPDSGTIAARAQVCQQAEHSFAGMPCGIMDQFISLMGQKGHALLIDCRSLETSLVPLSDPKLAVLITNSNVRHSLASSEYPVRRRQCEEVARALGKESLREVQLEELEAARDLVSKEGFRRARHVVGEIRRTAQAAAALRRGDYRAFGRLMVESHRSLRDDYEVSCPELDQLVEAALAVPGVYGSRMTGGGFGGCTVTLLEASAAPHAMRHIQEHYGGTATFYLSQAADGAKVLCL
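Compounds were pin-transferred into ATP buffer (35 uM final), then GALK plus galactose (5 nM, 100 uM final) was added. After 1 h at room temperature, Kinase-Glo Plus was added and luminescence read after 10 min.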
TSHR antagonist: antagonists of human thyroid stimulating hormone receptor; AID 504810; 330,000 tested, 0.2% active; TSHR-expressing cells, TSH-stimulated cAMP HTRF, 2 h; hits give low values; activity change, negative = inhibition, % at 11.5 µM;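 active = activity change below a set negative limit, meaning inhibition stronger than a set level, cut at about -70% in these data; inconclusive = activity change between two set negative limits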; note: % is set by controls: 0 for no effect and ±100 for the full control effect
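Competitive HTRF cAMP read-out (cryptate anti-cAMP antibody, cAMP-d2; 30 min, room temperature) in freshly harvested TSHR cells. Compounds added before TSH at EC80 (4nM final), followed by 2 hours' incubation at 37 deg C.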
Giardia kill: kills Giardia lamblia. Giardia lamblia trophozoite viability. activity change, % at 7.66 µM, hits read low. 340,000 tested, 0.15% active. AID 540267; in the data active = activity change below about -80%; inconclusive = between about -30% and that limit;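 note: parasites exposed to compound for two days anaerobically before the ATP read; % is set by controls: 0 for no effect and ±100 for the full control effect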
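Anaerobic 48 hrs incubation at 37 deg C of 100 trophozoites/well with test compounds; ATPLite 1-Step luminescence, 15-30 min RT, reports cellular ATP as viability.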
TCR act: activators of T cell receptors; primary human leukocytes, anti-CD3, IL-2 HTRF, 48 h; Potency, µM (highest dose often 9.22 µM), inactives show top-dose activation of IL-2 secretion, actives largely listed as activators; 330,000 tested, under 10 active; note: % of control where 0% means no effect
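Primary human leukocytes receive a-CD3 beads and test compound and are incubated 48 hr. Secreted IL-2 is then assayed by HTRF, measuring 665nm acceptor emission after 320nm excitation of the europium donor.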
* marks the source's active call; other numbers are inactive results; ? = inconclusive; . = not tested or not shown; [ ] = another dose, or the depositor's remark. Unless noted, calls come from the whole dose curve; as a rule, active = well fitted curve in the direction sought with a large enough effect; inconclusive = small, poorly fitted or top-dose-only effect, or another doubt; inactive = no such curve, though single readings can be large; an effect the other way counts as inactive or inconclusive. This is a random part of the collection; 1.6% or so of the library scored in one or more.

SMILES	Chronic BCR inh	hERG WT inh	Tb PFK block	Coupling enz	AT treatment	MLL CXXC-DNA inh	GALK inh	TSHR antagonist	Giardia kill	TCR act
C1CCC(NC2=NCCC2)CC1	0%	16	0%	2	5%	7%	0%	2	-28	5%
CCn1c(SC)nc(O)c(C(c2ccc(OC)c(O)c2)c2c(O)nc(SC)n(CC)c2=O)c1=O	-7%	-4	2%	9	0%	?	2%	3	-9	0%
CCOc1ccc(N(Cc2cc3cc(C)ccc3[nH]c2=O)C(=O)COC)cc1	-12%	-12	-3%	1	-3%	-7%	1%	-8	9	0%
O=C(CN1CCOCC1)NN=C1CCCCCCCCCCC1	-2%	-24	-4%	-1	8%	9%	3%	7	-3	-1%[46.1 µM]
Cc1ccc(N(CC(=O)Nc2cc(C)ccc2C)S(C)(=O)=O)cc1	-1%	-2	-1%	-1	5%	9%	1%	5	-18	2%
C=C(C)C1CC=C(CN2CCC(O)CC2)CC1 (stereo not drawn)	10%	-21	0%	-1	.	-18%	0%	-5	2	2%
O=C(CN(Cc1ccco1)C(=O)c1ccc(N2CCCC2=O)cc1)Nc1ccccc1C(F)(F)F	-3%	-7	-5%	.	4%	.	.	-9	9	-2%
Cc1ccnc(SCCn2c(N3CC(C)CC(C)C3)nc3c2c(=O)n(C)c(=O)n3C)n1 (stereo not drawn)	1%	-4	3%	0	3%	9%	3%	-13	-14	4%
OCC1(CCc2ccccc2)CCN(Cc2cc(Cl)ccc2O)CC1	10%	10	-1%	0	-5%	-8%	-1%	0	-5	-16%
CCCCOc1ccc(C(=O)NCC(=O)NCC2CCCO2)cc1 (stereo not drawn)	-1%	-6	1%	.	3%	-1%	0%	-12	-6	-1%
CCC(C)(C)n1nnnc1C(c1cc2cc(C)ccc2[nH]c1=O)N1CCCc2ccccc21 (stereo not drawn)	?	2	5%	-19	1%	3%	-3%	0	9	-6%
CCOc1ccc2oc(-c3ccccc3)c(C(N)=O)c2c1	?	5	2%	-1	18%	6%	0%	1	-8	-4%
CCOc1c(Br)cc(C(=O)N2CCCN(C)CC2)cc1OC	-1%	8	2%	0	4%	24%	.	4	4	2%
CN(CC(=O)Nc1ccc(Cl)cc1)C(=O)CNC(=O)c1ccc(Br)o1	-6%	-1	0%	.	6%	.	.	6	0	-2%
CC1=CC(C)(C)n2c(O)c(N=NC(N)=S)c3c(C)c(C)cc1c32	?	3	2%	-3	44%	2%	0%	11	-6	-4%
COc1ccc(C2=NN(C(=O)CSc3nnc(-c4ccccc4F)o3)C(c3ccco3)C2)cc1 (stereo not drawn)	?	1	0%	1	8%	15%	0%	-9	-10	-3%[46.1 µM]
COc1cc(C(=O)OCC(=O)NCc2ccccc2)cc(NC(=O)c2ccco2)c1OC	-8%	-8	2%	2	1%	12%	0%	-3	17	-3%
COc1cc([N+](=O)[O-])ccc1NC(=O)CSc1nc2ccccc2n1-c1ccccc1	-2%	.	3%	5	-11%	-2%	-2%	13	.	-2%[46.1 µM]
COc1ccnc(CSC(N)=Nc2ccccc2OC)c1	?	-1	-7%	0	.	4%	1%	13	29	-1%[46.1 µM]
COc1ccc(NC(=S)N2CCN(C(=O)c3ccco3)CC2)cc1	2%	1	1%	-2	-4%	4%	7%	-8	-10	-6%
CCOc1ccc(-n2cnc3c(=O)[nH]c(N)nc32)cc1	2%	5	-3%	3	-2%	-5%	-1%	10	-14	1%
COc1cc2cc(Oc3ccc4ccc(=O)oc4c3)c(=O)oc2cc1OC(=O)C=C(C)C	1%	.	-26%	-1	139%	193%[activator]	-1%	25	.	.
Nc1nonc1-n1nnc(C(=O)N/N=C/c2cccc(F)c2)c1-c1ccc2c(c1)OCO2	0%	0	-5%	.	23%	11%	-4%	-12	12	-5%
c1ccc(-c2c[nH]c3[n+]2CCCCC3)cc1	-3%	0	2%	1	.	-8%	2%	13	1	2%
O=C(c1ccco1)N1CCN(c2nc(C3CC3)nc3c2nnn3Cc2ccccc2Cl)CC1	-6%	1	-2%	1	1%	-1%	1%	?	-6	-1%[46.1 µM]
COc1ccccc1-n1nnnc1SCC(=O)Nc1ccc(C)c(N)c1	?	6	-14%	0	-2%	-2%	5%	5	-11	11%
OCC[C@H]1C[C@H](O)[C@@H](O)[C@]2(CCc3ccccc3CO2)O1	1%	-3	4%	.	14%	.	.	2	11	0%
COc1ccccc1Nc1nc(-c2sc(NC(=O)c3ccco3)nc2C)cs1	?	-7	8%	-5	2%	0%	0%	-11	-5	11%
O=C(O)CCCC(=O)NCCCCc1ccccc1	2%	9	1%	5	0%	-7%	3%	4	-5	.
Cc1ccc2nc(C)c(CN3CCN(c4ccc([N+](=O)[O-])cc4Cl)CC3)n2c1	6%	.	-3%	0	0%	19%	-1%	-25	.	.
COc1ncccc1-c1nnn(-c2ccc(F)cc2)n1	?	.	-1%	3	30%	-16%	1%	-7	-18	4%
COc1ccc(C(=O)Nc2c(N)nc(SCC(=O)NCC3CCCO3)[nH]c2=O)cc1OC (stereo not drawn)	8%	8	2%	.	7%	-2%	-1%	-1	13	2%
O=C(CNC(=O)c1ccc(Cl)cc1)OCc1nc2ccccc2s1	?	13	0%	2	-5%	-27%	1%	-5	-7	-2%[46.1 µM]
O=C(CSc1nnc(-c2ccccc2F)n1C1CCCCC1)Nc1cc(C(=O)O)ccc1Cl	3%	-20	0%	.	-4%	.	.	-13	-6	0%
O=C(Nc1ccc(F)cc1)Nc1csc2ccccc12	?	-4	-2%	-9	6%	-5%	-3%	-24	-2	-3%
CCOc1ccc(NC(=O)c2cnccn2)cc1	?	1	1%	4	-5%	2%	2%	6	?	1%[46.1 µM]
C=CCOC(=O)C(C#N)c1nc2ccccc2nc1N1CCN(c2ccccc2OC)CC1 (stereo not drawn)	?	9	1%	-5	-6%	9%	3%	-8	2	4%
Cc1cc2c(cc1S(=O)(=O)NC1CCCCC1C)OCC(=O)N2 (stereo not drawn)	-3%	-1	2%	.	6%	0%	2%	28	1	2%
COc1c(C)cccc1C(=O)Nc1ccc(CN2CCOCC2)cc1	7%	-4	2%	-7	-9%	11%	1%	10	4	-10%
COc1ccccc1N(CC(O)CN1CCCCC1)S(=O)(=O)c1ccc(C)cc1 (stereo not drawn)	0%	4	0%	1	-5%	45%[activator]	1%	9	0	8%
CC1(C(=O)N/N=C/c2ccc([N+](=O)[O-])o2)CC1(Br)Br (stereo not drawn)	0%	7	4%	-2	4%	9%	3%	20	-90*	-6%[46.1 µM]
CCn1cc(Cl)c(C(=O)Nc2cccc(CN3CCOCC3)c2)n1	0%	5	3%	.	3%	1%	-5%	-1	17	-3%
COc1ccc(N(C(=O)c2ccco2)C(C(=O)NC2CCCC2)c2cccnc2)c(OC)c1 (stereo not drawn)	-2%	0	10%	-2	18%	8%	0%	-30	-21	0%
CCNC(=O)CCn1nc(-c2ccc(C)cc2)c2ccccc2c1=O	?	9	-1%	2	14%	-2%	4%	-2	21	2%
CCCCn1c(NCc2ccccc2O)nc2ccccc21	?	-1	-2%	-2	2%	-4%	-3%	-7	3	3%
CC(NC(=O)CSc1ncccn1)c1ccc(Cl)cc1Cl (stereo not drawn)	0%	-3	0%	3	20%	12%	10%	-7	3	6%
Cc1ccc(S(=O)(=O)c2c(C)cc(C)nc2Oc2cccc(C(F)(F)F)c2)cc1	20%	-13	0%	0	-6%	2%	.	-13	-8	-1%
CCCCOC(=O)Nc1ccc(S(=O)(=O)Nc2cc(C)nc(C)n2)cc1	4%	-4	1%	5	1%	-1%	0%	-10	-15	-5%
CN(C)c1cccc(C(=O)NNC(=O)CSc2ccccc2)c1	2%	13	-3%	0	-4%	-2%	12%	-2	7	0%
CC(C)COCc1ccc(O)c2ncccc12	?	-11	2%	3	-4%	-6%	7%	-12	3	4%
CCOC(=O)N1CCN(C(=O)COC(=O)Cc2ccc(Cl)cc2)CC1	-4%	-1	0%	2	-1%	-9%	6%	0	-6	-4%
COc1ccc(S(=O)(=O)N2CCOCC2)cc1Br	?	6	-10%	2	6%	-13%	-3%	2	15	2%

One compound at a time, from the list above. Values in the order: Chronic BCR inh, hERG WT inh, Tb PFK block, Coupling enz, AT treatment, MLL CXXC-DNA inh, GALK inh, TSHR antagonist, Giardia kill, TCR act
`O=C(O)CCCC(=O)NCCCCc1ccccc1` as listed: 2%, 9, 1%, 5, 0%, -7%, 3%, 4, -5, .
`C=C(C)C1CC=C(CN2CCC(O)CC2)CC1` (stereo not drawn) as listed: 10%, -21, 0%, -1, ., -18%, 0%, -5, 2, 2%
`CCCCOc1ccc(C(=O)NCC(=O)NCC2CCCO2)cc1` (stereo not drawn) as listed: -1%, -6, 1%, ., 3%, -1%, 0%, -12, -6, -1%
